DENV2 CPE – protects cells from dengue virus 2 cytopathic effect | CPE inhibition, % at 9.99 µM | AID 651640 | 350,000 tested, 1.7% active | DENV2-infected cells, cytopathic effect rescue, plate reader; in the data active means CPE inhibition above about 20%, passing the limit was not always enough; inconclusive means no clear call, values can overlap the other calls; tested in BHK-21 cells;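 further: 0% = median of neutral control wells and 100% = median of positive control wells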
PAX8 inh HTS – PAX8 transcriptional activity inhibition. 360,000 tested, 1.2% active. inhibition, % at 12.6 µM. RMG-I TPO-luciferase reporter, SteadyGlo, 24 h. AID 652154;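 active means mean replicate inhibition at least 60% with every replicate also reaching 60%; inconclusive means only one of the two criteria is met; inactive means mean below 60% and not all replicates reaching 60%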;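 further: luciferase light reporting Pax8 driven TPO promoter activity; plate controls were median of neutral control wells for no effect and mitoxantrone controls for full effect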
ARNT-TACC3 inh – disrupts binding between human ARNT and TACC3 | Q9Y6A5 | AlphaScreen His-ARNT PAS-B/GST-TACC3 binding, luminescence; TACC3 fragment carries E629A point mutation | inhibition, % at 9.99 µM | 390,000 tested, 0.66% active;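 active means mean inhibition of replicates at least 50% and at least half of replicates each reaching 50%; inconclusive means half or more replicates reach 50% but mean below 50%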;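 further: 0% = complete ARNT plus TACC3 wells and 100% = ARNT alone without TACC3; many hits fall short of the cut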
LGR2 antag – blocks bursicon-induced cAMP signaling via Drosophila LGR2; inhibition, % at 9.99 µM; 380,000 tested, 0.35% active; HEK293 LGR2, CRE-luciferase, bursicon-stimulated, 4 h;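 active means drop in luminescence signal, shown as inhibition above about 50% in the replicate tests, limit read from the data, passing the limit was not always enough; inconclusive means probably only some replicates passing the limit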;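 further: agonist challenge used bursicon conditioned medium at about half maximal strength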
CASP6 VEID inh – caspase-6 (human) enzyme inhibition. purified caspase-6, Z-VEID-R110 cleavage fluorescence. inhibition, % at 12.5 µM. 350,000 tested, 0.53% active;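 active means mean inhibition across replicates at least about 35%, with every replicate also reaching that limit, limit read from the data; inconclusive means only one of the two criteria met; inactive means neither criterion met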;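 further: 0% = median of neutral control wells and 100% = no fluorescence left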
Target sequence (P55212 24-179 limits assumed): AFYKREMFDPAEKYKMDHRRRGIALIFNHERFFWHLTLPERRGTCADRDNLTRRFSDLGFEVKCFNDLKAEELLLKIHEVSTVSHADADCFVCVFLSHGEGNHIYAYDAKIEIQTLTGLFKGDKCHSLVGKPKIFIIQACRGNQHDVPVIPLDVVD
Target sequence (P55212 194-293 limits assumed): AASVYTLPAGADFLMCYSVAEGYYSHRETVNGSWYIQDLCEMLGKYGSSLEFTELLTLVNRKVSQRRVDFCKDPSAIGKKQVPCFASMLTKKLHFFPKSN
EWS-Fli block – inhibitors of EWS/Fli oncoprotein transcriptional activity. inhibition, % at 12.6 µM. 350,000 tested, 0.67% active. A673 NR0B1-luciferase reporter, viability-normalised;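 active means mean inhibition of at least 50% after viability correction, with every replicate also passing that limit; inconclusive means mean reaches 50% but only one of two replicates passes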;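 further: firefly luciferase signal divided by Alamar Blue viability fluorescence both relative to DMSO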
SIRT5 block – sirtuin-5 (human) deacylase inhibition. Purified SirT5, succinyl-peptide AMC, trypsin-coupled fluorescence. Q9NXA8. 330,000 tested, 1.1% active. inhibition, % at 15 µM; in the data active means inhibition above about 15%; inconclusive means no clear call, values can overlap the other calls
Target sequence (Q9NXA8 whole entry, looked up): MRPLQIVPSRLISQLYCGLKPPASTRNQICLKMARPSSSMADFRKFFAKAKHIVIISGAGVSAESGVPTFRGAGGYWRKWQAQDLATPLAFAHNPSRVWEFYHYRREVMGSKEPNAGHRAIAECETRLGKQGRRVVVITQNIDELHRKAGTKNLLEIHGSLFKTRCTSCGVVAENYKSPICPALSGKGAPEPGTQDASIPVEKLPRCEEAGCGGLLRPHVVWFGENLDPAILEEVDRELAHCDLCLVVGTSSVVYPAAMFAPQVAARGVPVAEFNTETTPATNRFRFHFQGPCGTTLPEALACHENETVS
An asterisk follows results filed as active; u = inconclusive; x = no result given.

Molecule	DENV2 CPE	PAX8 inh HTS	ARNT-TACC3 inh	LGR2 antag	CASP6 VEID inh	EWS-Fli block	SIRT5 block
CC(C)[C@H](NC(=O)C1CCN(S(=O)(=O)c2ccccc2)CC1)C(=O)NCc1ccccc1	1.1	1.3	10.0	0.8	-0.4	4.4	-5.9
CCOc1ccc(C(=O)CCC(=O)O)cc1	-0.3	x	-29.7	-10.8	-0.7	6.2	0.3
CC(C)(C)OC(=O)N[C@@H](COCc1ccccc1)C(=O)N[C@@H](CO)[C@H](O)[C@@H]1C[C@@H]1C(=O)NC1CCCCC1	1.1	6.8	-4.0	6.9	-1.0	-2.9	-1.5
NC(=O)[C@H]1[C@@H]2C(=O)O[C@@H](c3ccccc3)[C@@H](c3ccccc3)N2[C@@H](c2ccccc2OCCO)[C@]12C(=O)Nc1ccccc12	-1.8	u	15.4	x	2.2	38.2	8.5
O=C(Nc1ccc(F)cc1)C(c1cc2ccccc2o1)N1CCN(c2ccncc2)CC1 (configuration not stated)	-13.2	5.2	x	-23.5	-0.7	13.4	-3.4
CN(C)c1ccc(-c2csc(C(O)c3cccc(Cl)c3)n2)cc1 (configuration not stated)	6.2	-35.7	x	-28.1	0.9	-17.2	-3.9
O=C(CSc1nnc(Cc2ccccc2)o1)c1cc(F)ccc1F	0.2	9.8	-8.7	-31.5	1.5	-4.3	-3.0
O=C(CCCc1ccccc1)NCc1ccc(F)cc1	x	1.6	-49.5	-8.2	-0.1	2.2	-0.7
Nc1nc(C(F)(F)F)cc(=O)[nH]1	5.3	13.1	0.1	x	-0.9	-0.5	-0.7
Cc1c(C(=O)NNC(=S)Nc2cccc(Cl)c2)nnn1-c1ccccc1	x	-56.9	32.7	-7.1	x	x	x
CCn1cc(CN2CCCC(CNS(=O)(=O)Cc3ccccc3)C2)cn1 (configuration not stated)	1.5	7.7	-1.9	4.7	-4.5	7.6	-2.4
Cc1c(S(=O)(=O)N2CCN(C(c3ccccc3)c3ccccc3)CC2)c(=O)n(C)c(=O)n1C	-11.0	5.6	1.3	-7.2	-1.2	-5.1	-4.4
CCCCCCCc1n[nH]c(=S)n1Cc1ccccc1	10.4	27.9	-1.1	4.4	-1.4	25.5	0.0
CNC[C@@H]1OCCCC[C@@H](C)Oc2ccc(NC(=O)Nc3cccc4ccccc34)cc2C(=O)N([C@@H](C)CO)C[C@H]1C	2.5	14.3	1.7	7.6	0.3	0.2	-4.1
O=C(c1ccc(Cn2cc(Br)cn2)o1)n1cccn1	5.1	x	x	5.5	6.8	4.9	-1.4
Cc1nnc(NC(=O)CCn2c(=O)oc3ccccc32)s1	-10.8	2.0	-4.4	-3.2	-5.6	8.8	-3.8
C[C@@H]1CCCCO[C@@H](CN(C)C(=O)NC2CCCCC2)[C@H](C)CN([C@H](C)CO)C(=O)c2cc(NC(=O)Nc3ccc4c(c3)OCO4)ccc2O1	-0.2	46.6	20.4	-31.7	1.3	-6.2	6.9
CNC[C@H]1OCCCC[C@@H](C)Oc2ccc(NC(=O)Nc3ccccc3)cc2C(=O)N([C@H](C)CO)C[C@H]1C	3.6	-24.9	8.5	x	x	-9.8	-3.4
CCC(C)NS(=O)(=O)c1ccc(S(=O)(=O)N(CCc2ccc(OC)c(OC)c2)Cc2cccs2)cc1 (configuration not stated)	-1.6	37.9	-9.9	20.4	-0.9	16.2	-2.7
O=C(/C=C/c1ccc(Cl)cc1Cl)Nc1cccc(S(=O)(=O)NC2=NCCC2)c1	3.5	-46.2	-5.1	u	-1.4	35.2	-0.6
Nc1cccc(C(=O)Nc2cccc3ncccc23)c1	1.8	11.3	28.6	-11.1	-4.9	6.8	-0.2
CCn1c(SCC(=O)NC2=NCCS2)nnc1C(C)NC(=O)c1ccccc1F (configuration not stated)	u	-5.1	8.8	4.8	3.7	1.5	-1.4
CO[C@@H]1CN(C)C(=O)c2cc(NC(=O)c3nc4ccccc4s3)ccc2OC[C@@H](C)NC[C@@H]1C	16.1	-14.5	-2.6	-31.7	-1.2	-3.8	0.6
CC(C)(C)[C@H]1COC(=O)[C@@H](Cc2ccc(F)cc2)C/C=C\C[C@@H](CC(=O)N[C@@H](CO)Cc2ccccc2)C(=O)N1	-9.9	1.5	-9.8	17.1	1.9	6.8	x
CCN(CC(=O)Nc1ccc(OC)cc1)C(=O)c1ccc(NS(=O)(=O)c2ccc(C(C)=O)cc2)cc1	-1.4	-14.4	11.1	8.0	1.5	-12.2	0.8

For convenience, some entries already given.
Molecule	DENV2 CPE	PAX8 inh HTS	ARNT-TACC3 inh	LGR2 antag	CASP6 VEID inh	EWS-Fli block	SIRT5 block
CC(C)[C@H](NC(=O)C1CCN(S(=O)(=O)c2ccccc2)CC1)C(=O)NCc1ccccc1	1.1	1.3	10.0	0.8	-0.4	4.4	-5.9
CCOc1ccc(C(=O)CCC(=O)O)cc1	-0.3	x	-29.7	-10.8	-0.7	6.2	0.3
CC(C)(C)OC(=O)N[C@@H](COCc1ccccc1)C(=O)N[C@@H](CO)[C@H](O)[C@@H]1C[C@@H]1C(=O)NC1CCCCC1	1.1	6.8	-4.0	6.9	-1.0	-2.9	-1.5

Next records follow.
Molecule	DENV2 CPE	PAX8 inh HTS	ARNT-TACC3 inh	LGR2 antag	CASP6 VEID inh	EWS-Fli block	SIRT5 block
CCCC(=O)N1CC2(CCN(C(=O)CC3CC3)CC2)c2c(n(C)c3cc(OC)ccc23)[C@@H]1CO	u	x	x	-31.7	x	6.4	x
COCCNc1oc(-c2ccccc2Cl)nc1S(=O)(=O)c1ccc(C)cc1	8.7	-0.4	-4.4	x	-1.5	-2.8	x
Cc1ccc(S(=O)(=O)N(C)c2ccc(OCC(=O)NCC3(N(C)C)CCCCC3)cc2)cc1	-1.0	5.5	-29.4	-4.3	-13.0	2.5	0.3
CC(c1ccccc1)n1c(-c2ccc(Cl)cc2)n[nH]c1=S (configuration not stated)	-5.9	8.8	7.8	2.9	-3.1	19.4	-1.8
CC(C)CC1NC(=O)c2cccnc2-n2c1nc1cc(F)c(F)cc1c2=O (configuration not stated)	-3.0	-13.6	x	7.2	-0.6	5.1	-5.6
Cc1cccc(C(C(=O)NC2CCCC2)N(C(=O)c2csnn2)C2CCCC2)c1 (configuration not stated)	-2.6	15.6	21.3	-10.0	0.8	-5.7	-2.2
Cc1ccc(NC(=O)C2=C(C(=O)O)CCCC2)cc1F	5.4	-60.7	-2.0	-9.9	-1.8	1.5	-2.4
COCC#Cc1cnc2c(c1)C(=O)N([C@H](C)CO)C[C@H](C)[C@H](CN(C)Cc1ccc(F)cc1)O2	-0.3	x	1.1	-1.9	-3.6	-6.9	-4.5
C[C@@H]1CCCCO[C@H](CN(C)C(=O)C2CCCCC2)[C@H](C)CN([C@H](C)CO)C(=O)c2cc(NC(=O)c3ccncc3)ccc2O1	0.6	6.3	0.8	3.7	-1.3	5.2	1.2
COc1ccc(S(=O)(=O)Cc2ccc(C(=O)N3CCN(Cc4ccccc4)CC3)o2)cc1	3.6	15.3	-3.5	21.4	2.6	-3.4	x
O=C(O)C/C(=C\c1ccc(Cl)cc1)c1nc2ccccc2o1	-2.5	7.5	x	-4.4	3.0	-2.2	0.3
C[C@@H]1CN([C@H](C)CO)C(=O)c2cc(NC(=O)CCCCCC(=O)Nc3ccccc3N)ccc2O[C@H]1CN(C)Cc1ccc(-c2ccccc2)cc1	13.4	21.4	x	-95.0	1.2	-5.2	14.4
Cc1cc(NC(=O)c2ccccc2O)nc(C)n1	6.2	5.2	4.4	5.3	2.1	5.1	-0.2
CN1CCN(c2ccc(NC(=O)c3ccc4c(c3)[nH]c(=O)n4Cc3ccc(F)cc3)cc2)CC1	x	1.3	12.6	-1.8	x	x	x
COc1ccc(-c2oc(=O)c3cc(OC)c(OC)cc3c2C#CCCCO)cc1	3.1	36.2	-29.5	-0.2	-1.6	9.0	-9.7
O=C(C[C@@H]1C/C=C\C[C@H](Cc2ccc(F)cc2)C(=O)OCCNC1=O)N[C@H](CO)Cc1ccccc1	-6.4	7.2	-26.1	1.3	-2.6	5.8	x
CC(C)Cc1ccc(C(C)NC(=O)Cc2ccc(S(=O)(=O)N3CCOCC3)s2)cc1 (configuration not stated)	9.9	14.0	-1.4	-7.2	-0.9	18.3	-1.6
Cc1noc(C)c1S(=O)(=O)N(C)C[C@@H]1OCCCC[C@H](C)Oc2ccc(NC(=O)C3CCCCC3)cc2C(=O)N([C@H](C)CO)C[C@H]1C	-8.6	16.8	-5.8	7.2	0.1	2.1	3.6
COc1ccc(Br)cc1CNc1ccc(N2CCOCC2)cc1	2.7	-21.9	28.8	16.0	-3.1	8.9	-0.6
N#Cc1ccc(S(=O)(=O)N2CCCN(c3ccc(C(F)(F)F)cn3)CC2)cc1	-1.2	-13.3	-7.7	-12.3	0.0	1.0	x
O=C(COC(=O)c1ccco1)Nc1ccc(N2CCOCC2)cc1	2.6	-2.5	x	-1.7	0.3	-3.5	-7.9
COc1cc(C(C[N+](=O)[O-])c2c(N)n(C)c(=O)n(C)c2=O)ccc1O (configuration not stated)	5.5	24.7	-1.1	x	3.8	34.0	2.6
C[C@H](O)C#Cc1ccc2c(c1)O[C@@H](CN(C)C(=O)C1CC1)[C@H](C)CN([C@H](C)CO)S2(=O)=O	-5.1	x	-4.8	0.5	-0.7	-11.5	-0.5
O=C1CN(C(=O)c2ccc(Cl)c([N+](=O)[O-])c2)c2ccccc2N1	-6.1	-22.1	7.7	-1.2	-0.2	30.1	3.3
Cc1nc(N)sc1-c1ccccc1	u	-34.1	-2.9	-31.2	-2.4	-7.9	-1.6

Further results follow.
SMILES,DENV2 CPE,PAX8 inh HTS,ARNT-TACC3 inh,LGR2 antag,CASP6 VEID inh,EWS-Fli block,SIRT5 block
COc1ccccc1/C=C/C(=O)OCCN1C(=O)c2ccccc2C1=O,u,-41.9,-5.8,-6.8,1.3,11.9,-7.1
Cc1cc(C)c(NC(=O)CSc2nc3ccc(N4C(=O)c5ccccc5C4=O)cc3s2)c(C)c1,1.8,6.8,-9.4,9.8,-0.1,-6.5,-5.0
Cc1ccc(S(=O)(=O)N(C)C[C@H]2Oc3ccc(NS(=O)(=O)c4ccc(F)cc4)cc3C(=O)N([C@@H](C)CO)C[C@H]2C)cc1,u,-5.4,5.9,-6.8,x,4.8,x
FC(F)c1nc2ccccc2[nH]1,-3.1,3.6,-3.8,16.5,1.8,30.4,4.9
Cc1csc2ncnc(NNC(=O)c3ccc(Cl)cc3)c12,-2.9,20.4,-6.7,x,-1.4,-0.6,-5.7
CCOC(=O)c1c(S(=O)(=O)Nc2ccc(C)c(F)c2)c(C)n(C)c1C,7.2,-13.2,-2.4,8.5,-2.8,x,-3.7
Cc1ccc(SCC(=O)NC(=O)NC2CCCC2)c(C)c1,-0.3,-9.6,-0.8,-10.5,0.0,-4.2,-3.1
CO[C@@H]1CN(C)C(=O)c2cc(NS(=O)(=O)c3cccc(F)c3)ccc2OC[C@@H](C)N(C(=O)Cc2cccnc2)C[C@@H]1C,0.8,-1.4,-5.1,9.5,2.8,2.8,-1.7
COc1ccccc1NS(=O)(=O)c1ccc2c(c1)OCCO2,12.7,-23.7,4.3,8.8,-1.1,-16.8,-2.3
OC(c1cccc(Cl)c1)c1nccc2ccccc12 (configuration not stated),2.7,-8.4,-0.8,0.7,3.0,4.3,-1.9
CC(=O)N(C)C[C@H]1Oc2cc(C#CC3(O)CCCC3)ccc2S(=O)(=O)N([C@@H](C)CO)C[C@@H]1C,-2.0,x,-7.2,-5.3,-3.3,-5.8,3.5
